aSyn 5UTR inh: MLPCN primary screen, SNCA 5' untranslated region | alpha-synuclein 5'UTR reporter, inhibitor activity | inhibition, % (tested at 7.5 µM) | 0.82% of 300,000 active; in the data active = inhibition above about 60%;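 note: H4 neuroglioblastoma cells stably carrying SNCA 5'UTR luciferase fusion; 0% = DMSO wells and 100% = positive control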
IEC-6 tox: kills IEC-6 intestinal cells in KLF5 counter-screen. IEC-6 cytotoxicity, luminescence viability. inhibition, % at 5 µM. 0.78% of 290,000 active; in the data active = inhibition above about 22%;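 note: 0% = plate median of test compound wells and 100% = cytotoxic reference compound wells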
Platelet DG rel: modulates dense granule release in human platelets; human platelet-rich plasma, SFLLRN dense granule ATP release, luminescence; inhibition, %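 (compounds screened at 7.5 µM in platelet-rich plasma)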; 0.22% of 300,000 active; AID 1663;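 active = mean replicate score, as percent of positive control, at or above 50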
DYRK1A inh: blocks rat Dyrk1A kinase activity | ADP-Glo luminescence, NFATc1 peptide | inhibition, % at 12.5 µM | 0.43% of 310,000 active; in the data active = inhibition above about 50%;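 note: plate controls were vehicle with enzyme for no effect and no enzyme for full effect; many of its hits are not listed in these tables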
HSF1 inhib: HSF1 inhibition. NIH3T3-HGL HSE-luciferase, MG132-induced, luminescence 8 h; stronger effect = lower value. activity change, negative = inhibition, % at 7.5 µM (by protocol). 0.77% of 300,000 active. AID 2098;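 active = more than half of replicate wells show activity change below -50%, luminescence cut by over half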;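 note: luciferase reports HSF-1 transcriptional activity via heat shock element; 0% = median of DMSO wells and -100% = zero luminescence signal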
HSF1 activator: increases HSF-1 driven luciferase reporter signal; activation, % at 9 µM; NIH3T3-HGL HSF-1 luciferase reporter, MG132, 8 h; 100% = twice DMSO control signal; 1.7% of 300,000 active;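 active = mean replicate activation of at least 50% with a set share of replicates each reaching 50%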;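 note: 0% = median of the neutral control wells and 100% = twice that signal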
GSK3beta inhib: blocks human GSK3beta kinase activity; GST-GSK3beta kinase, ADP-Glo luminescence, 60 min; stronger effect = lower value; activity score (negative = inhibition), % at 10 µM; 0.038% of 300,000 active; AID 2097;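 active = more than half of replicate wells score below -50%, meaning over 50% inhibition versus plate controls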;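 note: 0% = median DMSO wells and -100% = median GW8510 positive control wells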
Target sequence (P49841 whole entry, looked up): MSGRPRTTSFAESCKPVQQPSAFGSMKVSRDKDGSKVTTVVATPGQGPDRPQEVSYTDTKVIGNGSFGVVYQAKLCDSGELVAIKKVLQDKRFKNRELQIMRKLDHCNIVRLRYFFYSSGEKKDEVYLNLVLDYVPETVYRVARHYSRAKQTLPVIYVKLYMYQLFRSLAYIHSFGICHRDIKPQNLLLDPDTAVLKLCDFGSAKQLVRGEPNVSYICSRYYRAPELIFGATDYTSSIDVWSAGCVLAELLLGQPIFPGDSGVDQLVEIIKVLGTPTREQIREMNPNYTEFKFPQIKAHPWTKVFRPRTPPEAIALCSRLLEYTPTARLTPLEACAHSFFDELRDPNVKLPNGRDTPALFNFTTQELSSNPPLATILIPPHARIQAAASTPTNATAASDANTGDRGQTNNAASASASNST
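Test system: GST-fused GSK3beta enzyme, cell-free | Quantity: 1.6 ng GST-GSK3beta enzyme per well | Reagent: 25 µM ATP with peptide substrate | Schedule: 60 min enzyme reaction, room temperature | Signal: Luminescent ADP-Glo measurement of ADP formed | Read-out basis: Score relative to plate controls | Control set: DMSO and 20 µM GW8510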
KLF5 inhibitor: inhibitors of KLF5 expression. DLD-1 KLF5 promoter-luciferase reporter, luminescence. inhibition, % at 5 µM. 0.23% of 290,000 active. AID 1700;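 active = inhibition above a per-plate limit of that plate's mean compound inhibition plus 3 SD, cut at about 60% in these data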;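 note: 0% = DMSO wells and 100% = LY294002 at 200 µM; higher means less KLF5 promoter-driven luciferase light; inactives centre near -14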
HSP90 refold inh: inhibitors of HSP90 luciferase refolding in rabbit reticulocyte lysate | luciferase refolding luminescence, 3 h | inhibition, % at 5.6 µM | 0.91% of 290,000 active | AID 1789;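 active = inhibition above the screen-wide mean plus 3 SD, computed separately per campaign, cut at about 16% in these data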;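 note: 0% = DMSO wells and 100% = 60 µM geldanamycin wells; inhibitors lower the luminescence because luciferase stays unfolded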
GSK3 alpha inh: inhibitors of human GSK-3 alpha kinase; ADP-Glo luminescence, 60 min; inhibition, % at 10 µM; 0.1% of 320,000 active; AID 2650;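 in the data active = inhibition above about 50%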;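 note: GST-tagged GSK-3 alpha with peptide substrate and 25 µM ATP; 0% = DMSO neutral wells and 100% = GW8510 positive control wells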
Target sequence (P49840 whole entry, looked up): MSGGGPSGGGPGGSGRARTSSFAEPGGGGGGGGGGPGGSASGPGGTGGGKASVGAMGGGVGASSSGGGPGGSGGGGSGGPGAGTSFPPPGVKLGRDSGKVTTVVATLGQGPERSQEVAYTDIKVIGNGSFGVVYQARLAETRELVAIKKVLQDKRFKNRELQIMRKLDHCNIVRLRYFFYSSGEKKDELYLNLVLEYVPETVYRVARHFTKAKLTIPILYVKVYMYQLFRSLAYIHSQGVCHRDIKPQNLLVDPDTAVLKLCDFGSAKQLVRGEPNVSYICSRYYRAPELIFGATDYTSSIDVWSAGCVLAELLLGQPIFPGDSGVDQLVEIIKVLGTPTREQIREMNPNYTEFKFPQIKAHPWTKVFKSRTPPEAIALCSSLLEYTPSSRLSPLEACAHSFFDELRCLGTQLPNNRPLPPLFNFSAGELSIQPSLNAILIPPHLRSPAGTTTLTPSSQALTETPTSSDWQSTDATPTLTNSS
An asterisk follows results filed as active; nt = no result given. Not all compounds are listed; rates above refer to the full screens.

SMILES | aSyn 5UTR inh | IEC-6 tox | Platelet DG rel | DYRK1A inh | HSF1 inhib | HSF1 activator | GSK3beta inhib | KLF5 inhibitor | HSP90 refold inh | GSK3 alpha inh
Cc1cccc(NS(=O)(=O)c2cn(C)c(=O)n(C)c2=O)c1C | -8 | -1 | 1 | -3 | 0 | 7 | 0 | 4 | -2 | -2
COc1ccc2nc3c(cc2c1)c(NC(=O)c1cccs1)nn3CC(C)C | 40 | -10 | 0 | 89* | 9 | 31 | -92* | -20 | -3 | 73*
CCN(C(=O)CSc1nnnn1-c1ccccc1OC)C1CCS(=O)(=O)C1 (stereo not drawn) | 0 | nt | -1 | 9 | 21 | 26 | 1 | nt | nt | 1
COc1cc(C(=O)NCC(=O)N/N=C/c2ccc(-c3cccc([N+](=O)[O-])c3)o2)cc(OC)c1OC | 23 | 9 | 8 | -3 | 1 | 21 | -5 | -30 | 6 | 0
CCN1CCN(c2nnc(-c3ccc(F)cc3)c3ccccc23)CC1 | 32 | 5 | 0 | 4 | -10 | 0 | 3 | -22 | -1 | -3
COc1ccc(C(C)=O)cc1Cn1c(=O)cc(C)[nH]c1=O | -2 | -7 | -7 | -3 | -5 | -12 | -4 | -10 | -4 | -1
CC1=C(C)CC(C(=O)NCC(=O)c2ccccc2)C(C(=O)O)C1 (stereo not drawn) | -169 | 0 | -8 | nt | nt | nt | -1 | -38 | 1 | -1
N#CC1=C(N)SC(N)=C(C#N)C1Cc1ccccc1 | -14 | 8 | 7 | 14 | 1 | 4 | 0 | -30 | 1 | 9
CC1CCN(S(=O)(=O)c2cc(Cl)ccc2Br)CC1 | 13 | 3 | 6 | -1 | -2 | -7 | 1 | -23 | 5 | -4
COc1ccc(CNC(=O)CN(Cc2ccc(OC)cc2)C(=O)CCC(=O)Nc2nccs2)cc1 | -4 | -2 | -22 | -6 | 3 | 13 | -1 | -9 | 1 | 0

In the list so far, two have a halogen:
SMILES | aSyn 5UTR inh | IEC-6 tox | Platelet DG rel | DYRK1A inh | HSF1 inhib | HSF1 activator | GSK3beta inhib | KLF5 inhibitor | HSP90 refold inh | GSK3 alpha inh
CCN1CCN(c2nnc(-c3ccc(F)cc3)c3ccccc23)CC1 | 32 | 5 | 0 | 4 | -10 | 0 | 3 | -22 | -1 | -3
CC1CCN(S(=O)(=O)c2cc(Cl)ccc2Br)CC1 | 13 | 3 | 6 | -1 | -2 | -7 | 1 | -23 | 5 | -4

Continuation.
SMILES | aSyn 5UTR inh | IEC-6 tox | Platelet DG rel | DYRK1A inh | HSF1 inhib | HSF1 activator | GSK3beta inhib | KLF5 inhibitor | HSP90 refold inh | GSK3 alpha inh
CCOC(=O)c1ccc(NC(=O)CN2C(=O)C(C)SC(C)C2=O)cc1 (stereo not drawn) | 6 | -5 | 1 | -4 | -5 | 7 | 3 | -22 | -2 | 0
CC[N+](CC)(CC)CCCCOc1ccc2c(c1)C(=O)c1cc(OCCCC[N+](CC)(CC)CC)ccc1-2 | 2 | 3 | 6 | nt | -4 | 25 | 2 | 11 | 3 | 1
C=CCNc1nc(N2CCCC2)nc2ccccc12 | -3 | -2 | -10 | -8 | -6 | -26 | -5 | -16 | -2 | 0
CCOCCCn1c(=S)[nH]c2cc(C(=O)NCCc3ccc(OC)c(OC)c3)ccc2c1=O | 3 | 7 | -2 | 3 | 8 | 5 | 4 | -14 | -1 | 0
COc1ccc(C2=NOC(C(=O)Nc3c(C)n(C)n(-c4ccccc4)c3=O)C2)cc1 (stereo not drawn) | 9 | 4 | -20 | -2 | -3 | 19 | 1 | -29 | 2 | -1
Cc1ccc(-n2nc3c(c2NC(=O)CC(C)C)CS(=O)(=O)C3)c(C)c1 | 9 | 0 | -2 | 2 | -1 | 5 | -1 | -29 | -3 | 5
Cc1ccc(-c2n[nH]c(=S)n2Cc2ccccc2)cc1 | -4 | -10 | 5 | 6 | 4 | -5 | 1 | -10 | 2 | -1
Cc1c(Cl)cccc1NC(=S)NC(=O)CCN1C(=O)c2ccccc2C1=O | -9 | 6 | 21 | -1 | -1 | -7 | 3 | -5 | 8 | -1
Cc1ccc(N(C(=O)c2csnn2)C(C(=O)NC(C)(C)C)c2ccncc2)cc1 (stereo not drawn) | -11 | 3 | 0 | nt | 14 | 22 | 1 | 2 | -2 | 0
Cc1ccc2cc(CCNC(=O)C(C)C)c(=O)[nH]c2c1C | -50 | -3 | -2 | -1 | 3 | 13 | 1 | -12 | 0 | 2
Cn1c(CN2CCCC2)nc2cc(NS(=O)(=O)c3ccc(Cl)cc3)ccc21 | 1 | -2 | 8 | 4 | 3 | -5 | -1 | -25 | 0 | 1
Clc1ccccc1Cn1c(/C=C/c2ccco2)nc2ccccc21 | -31 | -3 | -4 | -4 | -3 | 0 | 2 | -10 | 4 | 0
COCC(=O)Nc1cc(C(=O)Nc2ccccc2)ccc1Cl | -79 | 5 | 0 | nt | 7 | 10 | 1 | -56 | -2 | -1
S=C1NCCNC(=S)NCCOCCN1 | 7 | 1 | 3 | -1 | 1 | 3 | 1 | -13 | -4 | -4
CN1CCN(CCNC(=O)c2cn(Cc3ccccc3F)nn2)CC1 | 8 | 5 | 6 | 0 | -3 | 2 | 1 | 0 | 6 | nt
NS(=O)(=O)c1ccc(Nc2ncccc2[N+](=O)[O-])cc1 | -45 | 4 | -9 | 3 | -2 | 8 | 6 | 9 | 6 | -1
COc1ccc(C2C(C#N)=C(N)Oc3n[nH]c(C)c32)cc1Cn1nnc2ccccc21 (stereo not drawn) | 14 | -3 | -6 | 0 | nt | nt | -6 | -12 | 3 | 0
CCCS(=O)(=O)c1c(S(=O)(=O)CCC)c2c(C)cccn2c1C(=O)N/N=C/c1cc(O)cc(O)c1 | 10 | 22 | 0 | -3 | -6 | -11 | -1 | 31 | 8 | -3
CCCCC(=O)Nc1ccc(NC(=O)c2ccc3c(c2)OCO3)cc1OC | -59 | 3 | 0 | 3 | 1 | 16 | 2 | -72 | 1 | nt
COc1cc(-c2noc(C)c2C#CCO)cc(OC)c1OC | 13 | 5 | 0 | 16 | 14 | 40 | 4 | -12 | -5 | 2
O=C(CC1CCCC1)NCCS(=O)(=O)N1CCN(c2ccccc2F)CC1 | 8 | nt | 35 | -10 | -4 | 5 | 0 | nt | nt | -2
CCSC1=N/C(=C\c2ccccc2)C(=O)N1 | -11 | -7 | 9 | 28 | -7 | -10 | 1 | -26 | 6 | 8
COc1ccc(-n2nc(C(=O)NCC(=O)N3CCN(c4ccccc4OC)CC3)c3ccccc3c2=O)cc1OC | -21 | -3 | -10 | -5 | 3 | 13 | 0 | -2 | 3 | 0
CC(C)Oc1ccc(C(CC(=O)O)NC(=O)CSc2ncn[nH]2)cc1 (stereo not drawn) | -15 | -7 | -3 | nt | -3 | -2 | -20 | -19 | -2 | -6
O=c1[nH]c(CSc2nnc(COc3ccccc3)n2-c2ccccc2)nc2ccccc12 | -29 | -2 | -6 | 1 | -9 | 7 | -1 | -50 | 4 | -3
O=C(Nc1ccc(-c2nnn(CC(=O)N3CCN(C(=O)c4ccco4)CC3)n2)cc1)c1ccc(F)cc1 | -3 | -4 | -12 | 2 | 2 | 0 | 1 | -16 | -1 | -3
CCN1CCN(C(=O)Cn2ncc3c2-c2ccccc2OC3)CC1 | -2 | -2 | 2 | 0 | -1 | -1 | 4 | -23 | 1 | -2
COc1ccc(CNCc2c(O)c(Cl)cc3c(C)c(C)c(=O)oc23)c(OC)c1 | -3 | 2 | -5 | 0 | -6 | -1 | 0 | -5 | 1 | 2
CCOC(=O)c1cnn(-c2ccc(C)cc2)c1N | -100 | 1 | 2 | nt | 10 | 6 | 1 | -125 | 3 | -2
Cc1nc(-c2ccc(C(=O)N3CCCC3)cc2)cs1 | -43 | 9 | 29 | 19 | 9 | 10 | -19 | -69 | -3 | 12
Fc1ccc(C(CNC(=S)NC2CCCCC2)N2CCOCC2)cc1 (stereo not drawn) | -2 | 0 | -5 | 0 | -8 | 5 | 2 | -16 | 2 | 14
CC(C)C(=O)Nc1ccc(C(=O)NNC(=S)NC(=O)c2cccs2)cc1 | 11 | -9 | 0 | -3 | -3 | -9 | -3 | -10 | -7 | 2
COc1ccc(NC(=O)C(C)N(c2ccc(C)cc2)S(C)(=O)=O)cc1 (stereo not drawn) | 21 | -3 | 2 | 0 | -8 | -1 | -1 | -1 | -4 | -1
CCOC(=O)c1cc2c(=O)[nH]ccc2nc1C | 31 | 1 | 15 | -1 | -2 | -21 | 0 | 8 | -1 | 2
Cc1ccc(S(=O)(=O)n2c([N+](=O)[O-])cnc2C)c(C)c1C | -15 | -3 | -5 | -7 | -7 | 12 | -5 | 8 | -6 | 0
COc1ccc(CCNC(=O)c2c(O)c3c([nH]c2=O)CCCC3)cc1OC | nt | 3 | nt | -9 | nt | nt | nt | -25 | -1 | -2
Brc1cccc(-c2nnc3n2CCCCC3)c1 | -12 | -1 | 1 | 3 | -3 | 8 | 4 | -22 | 0 | 2
Cc1ccc(N=Nc2c(C)[nH]n(-c3ccccc3)c2=O)c(C)c1 | -78 | -5 | 0 | -3 | -6 | -2 | 10 | -4 | -2 | 3
Cc1ccnc(NC(=O)c2ccc(Cl)cc2Cl)n1 | -51 | -7 | 18 | nt | -1 | -18 | -1 | 0 | 2 | -1
O=C1CC(Sc2ccc(Cl)cc2)C(=O)N1Cc1ccncc1 (stereo not drawn) | -24 | 4 | -1 | -1 | -3 | -4 | -4 | -27 | 0 | -1
O=C(N1CCN(c2ccccc2)CC1)C1(c2cccs2)CCOCC1 | 5 | -4 | -8 | -5 | -5 | -1 | 3 | -2 | 2 | -1
CCCc1cc(=O)[nH]c(SCC(=O)N2CCN(c3ccccc3)CC2)n1 | 8 | -1 | 2 | -5 | -3 | -6 | 0 | 20 | 2 | 1
CCOCCCNC(=O)c1ccccc1OC1CCN(S(C)(=O)=O)CC1 | -21 | -9 | 1 | 4 | -2 | -15 | 0 | -13 | -4 | 0
O=C(O)c1ccc2c(c1)C(=O)N(c1cccc(-c3nc4ccccc4s3)c1)C2=O | -40 | -1 | -1 | -2 | -1 | 39 | 3 | -101 | -3 | -1
COc1ccc(/C=C/C(=O)NC(=S)NNC(=O)c2ccco2)cc1OC | 25 | -5 | -4 | 0 | -31 | -44 | -9 | -45 | -3 | -1
O=C(CCN1C(=O)c2ccccc2C1=O)C1=NN[C@@H]2C(=O)N(c3ccc4c(c3)OCCO4)C(=O)[C@H]12 | 19 | 3 | -7 | nt | -2 | 5 | 1 | 12 | 8 | 0
Cc1nc2c(C(=O)NCc3cccs3)cnn2c(C)c1Cc1ccc(F)cc1 | 38 | 10 | -1 | nt | -2 | 8 | 0 | 12 | 4 | 1
O=C(c1ccc(Br)cc1)C(CN1CCOCC1)c1ccccc1 (stereo not drawn) | -152 | 26* | 3 | -6 | 13 | 36 | -4 | -32 | -1 | -3
Cc1ccc(S(=O)(=O)N(C)C)cc1NC(=O)C(C)N(C)Cc1sccc1C (stereo not drawn) | 12 | 1 | 2 | 0 | -3 | 2 | -19 | -9 | 1 | -1
O=C(O)CN1C(=O)c2cccc3c(Br)ccc1c23 | 7 | -4 | -10 | 12 | -2 | 11 | 3 | -44 | 9 | nt
CCN(CC(=O)NCc1cccs1)C(=O)/C=C/c1ccc(OC)c(OC)c1 | 13 | nt | 16 | -5 | 2 | 18 | 1 | nt | nt | -6
